LANA DNA inh: KSHV C-LANA DNA binding inhibition; MBP-C-LANA/FAM-LBS DNA binding, fluorescence polarization; 340,000 compounds, 0.078% hits; AID 504423; inhibition, % at 9 µM;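 active means highest replicate inhibition at or above 60% at 9 µM, even if other replicates fall short; inactive means all replicates below 60% inhibition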;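 further: 0% = neutral control wells and 100% = 4 µM acridine orange control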
DAGLB inh: diacylglycerol lipase beta (human) inhibition; inhibition, % at 5.17 µM; HEK293T DAGLB membrane lysate, EnzChek fluorogenic substrate; 340,000 compounds, 0.059% hits; AID 504411; in the data active means inhibition above about 34%;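 further: 0% = enzyme with vehicle and 100% = wells lacking enzyme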
SR-BI DiI inh: inhibitors of mouse SR-BI mediated HDL lipid uptake; ldlA[mSR-BI] CHO cells, DiI-HDL uptake fluorescence, 3 h; Q61009; 320,000 compounds, 0.96% hits; inhibition, % at 12.5 µM; AID 488896;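 active means mean replicate inhibition of at least 70% and a set share of replicates each scoring 70 or more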;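 further: 0% = median of neutral control wells and 100% = median of positive control wells; values of inactives mirror those of a sister screen read the other way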
Target sequence (Q61009 whole entry, looked up): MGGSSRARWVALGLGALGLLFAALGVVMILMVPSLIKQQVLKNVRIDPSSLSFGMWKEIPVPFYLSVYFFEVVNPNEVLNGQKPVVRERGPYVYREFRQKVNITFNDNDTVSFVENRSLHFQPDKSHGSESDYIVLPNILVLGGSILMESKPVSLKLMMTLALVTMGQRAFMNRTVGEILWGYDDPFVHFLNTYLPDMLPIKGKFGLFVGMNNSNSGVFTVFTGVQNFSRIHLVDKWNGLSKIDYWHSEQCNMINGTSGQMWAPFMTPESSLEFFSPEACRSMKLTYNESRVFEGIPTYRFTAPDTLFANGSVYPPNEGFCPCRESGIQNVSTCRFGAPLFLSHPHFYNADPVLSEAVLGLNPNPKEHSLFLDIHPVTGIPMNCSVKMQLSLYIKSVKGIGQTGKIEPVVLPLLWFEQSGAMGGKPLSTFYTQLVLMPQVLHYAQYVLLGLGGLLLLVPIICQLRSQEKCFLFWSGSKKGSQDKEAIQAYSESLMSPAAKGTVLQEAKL
Arr AP2 block: blocks beta-arrestin peptide binding to AP2 adaptin; 340,000 compounds, 0.31% hits; FITC-arrestin peptide / GST-AP2 beads, flow cytometry; AP2 beta2 appendage carries R879A mutation; inhibition, % at 10 µM;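 active means inhibition above a set limit, near 3 SD of compounds lacking own fluorescence, cut at about 54% in these data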;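 further: plate controls were DMSO wells for no effect and 5 µM unlabelled arrestin peptide for full effect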
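Assay system: GST-AP2 R879A bound to glutathione beads, E. coli-expressed; Medium: PBS with 0.05% Tween 20 and 0.1% BSA; Also added: fluorescein-tagged arrestin peptide at 50 nM final; Timing: 12 min plus 1 h, RT; Measured by: flow cytometry, FL1 (488/535 nm); Evaluation: percent drop in bead-associated FITC signal.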
NSD2 inh: inhibitors of human histone methyltransferase NSD2; NSD2 peptide methylation, AlphaScreen, 120 min; inhibition, % at 12.5 µM; 310,000 compounds, 0.54% hits; AID 743445; in the data active means inhibition above about 50%
RTF Ca sens inh: cardiac RTF calcium desensitization | P19429+P45379 | IANBD-labeled cardiac RTF, Ca2+ fluorescence | inhibition, % at 7.15 µM | 340,000 compounds, 0.12% hits;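 active means inhibition above the mean inhibition of all tested compounds plus 3 SD, cut at about 17% in these data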;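 further: assay run at fixed EC70 calcium of 1.6 mM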
PKA-R2B act: PKA-R2B complex activation; 340,000 compounds, 0.079% hits; P22694+P31323; activation, % at 11.4 µM; PKA-R2B holoenzyme dissociation, Cy5-IP20 fluorescence polarization; R2B truncated from residue 108, S112A mutant; 0% DMSO only, 100% 113 µM cGMP; AID 504700;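 active means activation above a cutoff set at the mean over all compounds plus 3 SD, cut at about 18% in these data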;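 further: higher means more holoenzyme dissociation and a rise in polarization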
Target sequence (P31323 whole entry, looked up, other chains not shown, the tested form may be a part): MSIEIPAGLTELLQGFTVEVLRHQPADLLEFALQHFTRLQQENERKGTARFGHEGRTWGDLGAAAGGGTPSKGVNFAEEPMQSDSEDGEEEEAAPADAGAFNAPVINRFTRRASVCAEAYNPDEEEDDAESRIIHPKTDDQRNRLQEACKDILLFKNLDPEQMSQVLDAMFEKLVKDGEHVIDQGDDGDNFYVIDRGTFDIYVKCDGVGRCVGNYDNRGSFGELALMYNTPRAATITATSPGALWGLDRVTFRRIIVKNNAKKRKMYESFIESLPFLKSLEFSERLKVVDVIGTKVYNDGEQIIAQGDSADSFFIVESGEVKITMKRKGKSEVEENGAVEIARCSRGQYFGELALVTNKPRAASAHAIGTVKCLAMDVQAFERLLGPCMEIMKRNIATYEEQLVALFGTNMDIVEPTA
PvdQ inh: blocks Pseudomonas aeruginosa PvdQ acylase activity. purified PvdQ acylase, fluorescence plate reader. AID 488965. 340,000 compounds, 0.063% hits. inhibition, % at 10 µM; in the data active means inhibition above about 30%, passing the limit was not always enough;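 further: 0% = vehicle neutral wells and 100% = reference inhibitor wells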
Keap1-Nrf2 PPI: inhibitors of human Keap1-Nrf2 protein-protein interaction | 340,000 compounds, 0.15% hits | inhibition, % at 9.4 µM | Keap1 Kelch-Nrf2 peptide fluorescence polarization, 1536-well; in the data active means inhibition above about 12%;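 further: human Keap1 Kelch domain with fluorescein labeled Nrf2 9mer peptide probe; 0% = neutral control wells and 100% = peptide positive control; higher means more block of Keap1 binding to Nrf2 peptide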
SR-BI uptake up: enhances SR-BI lipid uptake from DiI-HDL. 320,000 compounds, 0.096% hits. activation, % at 12.5 µM. CHO ldlA[mSR-BI] cells, DiI-HDL uptake fluorescence, 3 h; 100 = double the neutral-control signal;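 active means mean replicate activation of at least 60% and every replicate at or above 60%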;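 further: 0% = median plate neutral-control signal and 100% = twice that signal; values of inactives mirror those of a sister screen read the other way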
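material = CHO ldlA[mSR-BI] cells | medium = Ham's F12 with 0.5% BSA, HEPES 25 mM, pH 7.4 | reagent = fluorescent DiI-HDL, 10 µg/mL final | compound dosing = single-point compound dose | incubation = 3 h, 37 °C | measured by = bottom-read fluorescence, 550/595 nm | measure = HDL uptake via cellular fluorescence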
An asterisk follows results filed as active; · = no result given.

SMILES,LANA DNA inh,DAGLB inh,SR-BI DiI inh,Arr AP2 block,NSD2 inh,RTF Ca sens inh,PKA-R2B act,PvdQ inh,Keap1-Nrf2 PPI,SR-BI uptake up
CCN1CCN(S(=O)(=O)c2cc3c(cc2Cl)NC(=O)CO3)CC1,0.3,-1,-9,2,·,-4,-13,-7,3,9
CSc1oc(-c2ccco2)nc1S(=O)(=O)c1ccc(C)cc1,-1.5,0,-4,-10,5,-12,-2,7,2,4
CCC1SC(=NC(=O)c2ccc(Cl)c(Cl)c2)NC1=O (centres undefined),0.9,5,-17,0,-1,-4,-3,-3,-5,17
O=C(NC1CCCCC1)C1CCN(C(=O)c2ccc(Cl)cc2)CC1,1.0,-1,8,8,0,-6,-5,-14,-2,-8
CN1CCN(CC(O)COC(c2ccccc2)c2ccccc2)CC1 (centres undefined),0.4,·,-16,3,4,·,·,-2,-2,16
C#Cc1ccc([C@@H]2C=C(C(=O)O)O[C@H](OCC)[C@H]2CCCO)cc1,4.0,3,-7,-2,·,-9,-9,-15,-9,7
COc1ccc(C)cc1S(=O)(=O)NCC(c1ccc2c(c1)OCO2)N1CCOCC1 (centres undefined),0.7,0,-22,-2,-1,-4,4,-13,-6,22
Cc1c(C(=O)Nc2ccc3c(c2)OCO3)sc2nc(-c3ccccc3)cn12,1.9,2,45,-6,-2,-10,-3,-9,2,-45
COc1ccc2nc(C)cc(N3CCOCC3)c2c1,-0.6,-2,-16,10,0,-6,0,-8,-3,16
Oc1ccc2ccccc2c1Br,-0.8,-4,-3,6,·,4,7,5,-1,4
Cn1cnnc1SCc1ccccc1,-0.3,0,-49,-4,-2,0,-2,-15,-4,49
Cc1ncc([N+](=O)[O-])n1CC(O)CCl (centres undefined),2.7,1,5,2,·,-3,-3,-4,-2,15
Cc1ccc(C2CC2c2n[nH]c(=S)n2-c2cccc(Cl)c2)cc1 (centres undefined),-0.3,0,-9,6,0,1,-1,-2,3,9
CCCCC(=O)NS(=O)(=O)c1ccc(NS(C)(=O)=O)cc1,-2.3,1,-16,2,-3,-6,-4,-8,3,16
Nc1cccc(-c2cnc3ccccc3n2)c1,0.1,2,1,6,-2,-3,-2,-24,-11,-1
Cc1ccc(C)c(N(CC(=O)N2CCc3ccccc3C2)S(C)(=O)=O)c1,-1.0,2,-4,-16,0,-3,-3,-14,-3,4
NNc1nc(-c2ccccc2)c2cc(Cl)ccc2n1,-2.0,-13,3,5,2,-9,5,-15,-8,-3
COc1ccc(-n2c(SCC(=O)Nc3ccc4c(c3)OCO4)nc3ccccc3c2=O)cc1,-0.4,-3,11,1,6,-21,-11,-14,-5,-11
Cc1ccc(CNC(=O)Nc2ccc(Cl)cc2)cc1,0.9,-5,3,-2,0,4,5,-13,-4,-3
CCOc1ccc(CCN2C(=O)C(=O)N([C@@H](Cc3ccc(O)cc3)CN3CCC[C@@H]3CN3C(=O)C(=O)NC[C@@H]3Cc3ccccc3)C[C@@H]2Cc2ccccc2)cc1,3.3,5,8,38,·,-5,5,2,2,-8
COC(=O)Cc1[nH]n(-c2nc3ccccc3s2)c(=O)c1C(C)=O,1.2,-1,-15,14,2,-18,1,-18,-3,·
Cc1cc(C(F)(F)F)nc(SCCN2CCCCC2)c1C#N,-1.0,2,-10,-3,-1,-6,-11,-4,-4,10
CC(=O)N1CCN(CC(O)COc2ccc(S(=O)(=O)N3CCOCC3)cc2)CC1 (centres undefined),1.2,0,3,6,-2,-3,-2,-6,-9,-3
CC[n+]1ccccc1/C=C1\Sc2ccc(C)cc2N1C,-3.6,-3,4,-21,4,-7,-5,9,-4,-4

Carrying on:
Values run as follows: LANA DNA inh	DAGLB inh	SR-BI DiI inh	Arr AP2 block	NSD2 inh	RTF Ca sens inh	PKA-R2B act	PvdQ inh	Keap1-Nrf2 PPI	SR-BI uptake up
CC(C)(C)c1ccc(C(=O)NCc2nnc(SCC(=O)NCC3CCCO3)o2)cc1 (centres undefined)
→ 1.2	-2	-5	38	-1	-5	-1	8	-3	5
CCO[C@@H]1OC(C(=O)NC2CC2)=C[C@H](C)[C@H]1CCCO
→ 1.2	-3	-20	3	·	-7	6	-11	-5	20
CCSc1nc2ccccc2n1Cc1ccccc1F
→ 0.7	-6	1	29	-1	-4	4	2	-4	-1
CC(C)(C)C(=O)Nc1cc(NC(=O)C(C)(C)C)cc(C(=O)NNC(=O)c2ccncc2)c1
→ 0.1	-2	-20	-5	-2	0	0	-5	0	20
CCC(=O)NC(c1ccc(C)cc1)c1ccc2cccnc2c1O (centres undefined)
→ 0.0	10	20	9	5	4	-4	-5	-2	-20
O=C(NC1CC1)C(Cl)c1ccccc1 (centres undefined)
→ 0.7	1	-14	27	·	-9	1	0	-3	14
Cn1c(CSc2nc3ccccc3s2)nnc1SCC(=O)NCCN1CCOCC1
→ 0.2	5	-17	8	-2	-1	6	-6	3	17
O=C(NNC(=O)c1cc(-c2ccccc2)nn1-c1ccccc1)c1ccccc1
→ -1.0	-1	25	6	2	-11	0	-9	-4	-25
CCn1c2ccccc2c2nnc(NN)nc21
→ 0.3	3	-6	-5	5	-15	11	1	5	6
O=C(NCC(c1ccco1)N1CCc2ccccc21)C(=O)Nc1ccccc1 (centres undefined)
→ -1.7	2	1	31	0	1	-2	0	4	-1
N#Cc1c(N)nc2c3c(sc(=N)c2c1N)NC(=O)CC3c1ccccc1Cl (centres undefined)
→ 2.9	9	-5	-10	4	-2	-5	-11	1	5
CCCNC(=O)c1onc(CSc2ccccn2)c1C(=O)NCCC
→ -3.1	-1	-8	8	·	-1	-1	-18	-4	8
O=C(Cc1cccs1)N(Cc1ccco1)C1(C(=O)NC2CCCCC2)CCCCC1
→ 1.7	-4	-7	-5	0	3	7	-7	4	7
COc1cc([N+](=O)[O-])cc(/C=N/NC(=O)C(O)(c2ccccc2)c2ccccc2)c1O
→ 0.8	7	-21	-14	1	-8	-3	6	-6	21
Cc1cccc(OCCNc2nc3c(c(=O)n(C)c(=O)n3C)n2C)c1
→ -0.4	0	11	-5	0	0	-6	0	0	-11
CC(=O)NNC(=O)c1cc2c3ccccc3n(C)c2s1
→ 0.7	-2	1	33	0	-3	0	2	0	-1
Cc1cc(C)nc(NC(=O)c2cnc3sccn3c2=O)n1
→ -1.3	-3	-3	-18	·	-11	7	-3	-5	3
COc1ccccc1NC(=O)c1c[nH]c2ccccc12
→ 1.5	0	23	-12	0	-2	-6	-8	-3	-23
CCC(C)Sc1ccc([C@H]2N[C@@](Cc3ccccc3)(C(=O)OC)[C@H]3C(=O)N(CC)C(=O)[C@@H]23)cc1 (some centres undefined)
→ -0.8	-14	-4	11	·	-39	7	-12	2	4
COc1ccc(S(=O)(=O)N2CCC(O)(c3cccnc3)CC2)cc1OC
→ -1.5	-1	-22	2	-6	-8	-3	-2	0	22
CCN1CCN(c2ccc(NC(=O)c3cccc(OCc4ccccc4)c3)cc2)CC1
→ 0.2	0	-9	-6	1	1	-8	-14	0	9
CCC1(c2ccc(F)cc2)NC(=O)N(CC(=O)Nc2ccc(-c3nc4ccc(C)cc4s3)cc2)C1=O (centres undefined)
→ 1.4	1	18	11	-3	-7	-6	-6	3	-18
O=C(C1=NN[C@@H]2C(=O)N(c3cccc(F)c3)C(=O)[C@H]12)C(c1ccccc1)c1ccccc1
→ -0.2	-15	4	3	-2	2	-7	-4	-2	-4
CC1=CC2=NCC(O)CN2C=C1 (centres undefined)
→ -1.0	-2	-24	-3	-1	-7	6	-15	-9	24
CSc1ccc(/C=N/NC(=O)c2sccc2C)cc1
→ 0.5	0	9	8	-6	2	-7	6	2	-9
O=C(COc1ccc(-c2nnco2)cc1)Nc1ccc(C(F)(F)F)cc1
→ -1.5	-1	19	-1	-1	2	5	-13	1	-19
Cc1cc2nc3c(c(C(F)(F)F)n2n1)CCCC3
→ -0.2	3	2	-2	-4	-5	-8	-1	-7	-2
COc1ccccc1NC(=O)COC(=O)C1CCN(/C=C/C(=O)C(F)(F)F)CC1
→ -0.6	-1	-20	-1	-1	-18	-4	-11	-9	20
O=C(CSc1nccn1-c1ccc(Cl)cc1)Nc1ccc2c(c1)OCO2
→ -1.9	-4	5	14	5	-8	2	-13	-7	-5
CCCCn1c(SCC(=O)NCc2ccco2)nnc1-c1ccco1
→ 1.5	0	-5	26	3	1	-16	-3	-1	5

A stretch taken from the entries so far:
Values run as follows: LANA DNA inh	DAGLB inh	SR-BI DiI inh	Arr AP2 block	NSD2 inh	RTF Ca sens inh	PKA-R2B act	PvdQ inh	Keap1-Nrf2 PPI	SR-BI uptake up
CCN1CCN(S(=O)(=O)c2cc3c(cc2Cl)NC(=O)CO3)CC1
→ 0.3	-1	-9	2	·	-4	-13	-7	3	9
CSc1oc(-c2ccco2)nc1S(=O)(=O)c1ccc(C)cc1
→ -1.5	0	-4	-10	5	-12	-2	7	2	4
CCC1SC(=NC(=O)c2ccc(Cl)c(Cl)c2)NC1=O (centres undefined)
→ 0.9	5	-17	0	-1	-4	-3	-3	-5	17
O=C(NC1CCCCC1)C1CCN(C(=O)c2ccc(Cl)cc2)CC1
→ 1.0	-1	8	8	0	-6	-5	-14	-2	-8
CN1CCN(CC(O)COC(c2ccccc2)c2ccccc2)CC1 (centres undefined)
→ 0.4	·	-16	3	4	·	·	-2	-2	16
C#Cc1ccc([C@@H]2C=C(C(=O)O)O[C@H](OCC)[C@H]2CCCO)cc1
→ 4.0	3	-7	-2	·	-9	-9	-15	-9	7
COc1ccc(C)cc1S(=O)(=O)NCC(c1ccc2c(c1)OCO2)N1CCOCC1 (centres undefined)
→ 0.7	0	-22	-2	-1	-4	4	-13	-6	22
Cc1c(C(=O)Nc2ccc3c(c2)OCO3)sc2nc(-c3ccccc3)cn12
→ 1.9	2	45	-6	-2	-10	-3	-9	2	-45
